# Source: PubChem
# ARFGAP1 inhibitor: inhibitors of rat ARFGAP1 GAP activity, primary screen, biochemical, fluorescence polarization, GDP tracer. ADP-ribosylation factor GTPase-activating protein 1 (Rattus norvegicus), Q62848. Arfgap1-stimulated ARF1 GTP hydrolysis, GDP FP detection. inhibition, % at 16.5 µM. 360,000 tested, 0.26% active;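 active = inhibition above a per-plate limit, mean inhibition of low control wells plus 3 SD, cut at about 25% in these data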;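 note: 0% = DMSO wells with enzyme and 100% = wells lacking Arfgap1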
# Target sequence (Q62848 1-136 limits assumed): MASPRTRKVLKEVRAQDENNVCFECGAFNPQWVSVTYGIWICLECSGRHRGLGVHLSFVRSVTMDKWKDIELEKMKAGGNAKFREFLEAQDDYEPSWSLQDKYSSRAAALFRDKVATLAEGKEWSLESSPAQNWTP
#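 Material – truncated rat Arfgap1 GAP domain · Buffer or medium – HEPES-based buffer, pH 7.5 · Reagent – human ARF1(Δ1-17)-GTP substrate · Dosing – 16.5 µM single point, 1.26% DMSO · Schedule – GTP hydrolysis reaction 2 h at 25 °C · Technique – GDP detection by fluorescence polarization · Benchmarks – No-Arfgap1 wells (100%) versus DMSO full-reaction wells (0%) · Repeats – single replicate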
# ADAM17 inh: ADAM17 inhibitors, primary screen, biochemical, QFRET | inhibition, % at 6.95 µM | AID 720648, 2013 | 370,000 tested, 0.83% active | recombinant ADAM17, EDANS/DABCYL FRET peptide cleavage;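 active = inhibition above the mean of compounds lying between control limits plus 3 SD, set per campaign, cut at about 8.5% in these data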;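 note: 0% = DMSO-only wells as the low control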
# DDE Tn7 FP inh: inhibitors of Tn7 peptide binding to fibrin DD(E), primary screen, biochemical, fluorescence polarization, human fibrin, Tn7 probe; FP displacement of FITC-Tn7 peptide from fibrin DD(E); 0% = median of compound wells per plate; inhibition, % at 8.3 µM; 370,000 tested, 0.13% active;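 active = inhibition above the mean of compounds falling within the control limits plus 3 SD of them, cut at about 14% in these data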;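 note: 0% = plate median of compound wells and 100% = 10 µM Aha-Tn7 peptide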
# Target sequence (P02675 whole entry, looked up): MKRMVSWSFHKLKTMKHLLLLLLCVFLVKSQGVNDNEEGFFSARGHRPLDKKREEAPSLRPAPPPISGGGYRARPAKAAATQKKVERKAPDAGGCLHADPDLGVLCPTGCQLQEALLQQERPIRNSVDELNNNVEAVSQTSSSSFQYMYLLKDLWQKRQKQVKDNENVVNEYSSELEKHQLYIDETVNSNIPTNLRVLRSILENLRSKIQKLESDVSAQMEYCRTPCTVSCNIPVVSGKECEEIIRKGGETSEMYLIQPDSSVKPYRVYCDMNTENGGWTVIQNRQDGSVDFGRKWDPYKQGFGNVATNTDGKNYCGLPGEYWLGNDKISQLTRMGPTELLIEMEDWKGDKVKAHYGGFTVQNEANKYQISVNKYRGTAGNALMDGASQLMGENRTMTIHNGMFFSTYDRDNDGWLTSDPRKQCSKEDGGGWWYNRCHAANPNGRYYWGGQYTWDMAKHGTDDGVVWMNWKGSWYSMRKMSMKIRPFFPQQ
#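 Assay system: human fibrin DD(E) protein / Input: 2 µM fibrin DD(E) / Benchmarks: high control of 10 µM Aha-Tn7 peptide / Measured by: fluorescence polarization of the labelled Tn7 tracer / Medium: Tris buffer with calcium and detergent, pH 7.8 / Timing: 10 min compound pre-incubation, 3 h probe incubation at room temperature / Repeats: one replicate per compound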
# MBD2 DNA inh: inhibitors of MBD2 binding to methylated DNA, primary screen, biochemical, TR-FRET, DNA-binding domain, human. Methyl-CpG-binding domain protein 2 (Homo sapiens), Q9UBB5. MBD2 binding to methylated oligonucleotide. inhibition, % at 4.4 µM. 370,000 tested, 0.31% active; in the data active = inhibition above about 13%
# ASAP1 inh: inhibitors of human ASAP1 ArfGAP activity, primary screen, biochemical, fluorescence polarization. 360,000 tested, 0.19% active. Arf-GAP with SH3 domain, ANK repeat and PH domain-containing protein 1 (Homo sapiens), …. inhibition, % at 16.5 µM. ASAP1-stimulated ARF1 GTP hydrolysis, GDP FP detection; in the data active = inhibition above about 25%;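 note: 0% = vehicle with enzyme and substrate and 100% = no enzyme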
# UHRF1 binding: UHRF1 methylated DNA binding inhibitors, primary screen, counter-screen for MBD2 inhibitor project, biochemical, TR-FRET, human UHRF1, single concentration; E3 ubiquitin-protein ligase UHRF1 (Homo sapiens), Q96T88; UHRF1 binding to methylated oligo; inhibition, % at 4.4 µM; 370,000 tested, 0.75% active; AID 687016, 2013; in the data active = inhibition above about 21%;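 note: UHRF1 SRA domain binding a hemimethylated CpG hairpin DNA probe; 0% = median of test compound wells and 100% = reference inhibitor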
# DDE Tn6 FP inh: inhibitors of Tn6 peptide binding to fibrin DD(E), primary screen, biochemical, fluorescence polarization, human fibrin, Tn6 probe; 370,000 tested, 0.21% active; inhibition, % at 8.3 µM; Fibrin DD(E) TRITC-Tn6 fluorescence polarization displacement; Fibrinogen beta chain (Homo sapiens), P02675;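 active = inhibition above a per-campaign cutoff: mean of compounds within control limits plus 3 SD, cut at about 15% in these data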;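 note: 0% = median of all compound wells on the plate and 100% = blocking peptide control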
# PLCb3 inh: human PLC-beta3 inhibitors, primary screen, biochemical, fluorescence; Purified PLC-beta3, fluorogenic substrate; 370,000 tested, 0.18% active; inhibition, % at 12.2 µM; 1-phosphatidylinositol 4,5-bisphosphate phosphodiesterase beta-3 (Homo sapiens), Q01970; in the data active = inhibition above about 11%;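 note: 0% = median of compound wells on plate and 100% = full blocker control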
# proKLK7 act: proKLK7 zymogen activators, primary screen, biochemical, fluorescence intensity. Kallikrein-7 (Homo sapiens), P49862. purified proKLK7, EDANS-DABCYL substrate fluorescence; 100% is mature enzyme control, 0% vehicle. activation, % at 7 µM. 370,000 tested, 0.9% active;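 active = activation above the mean of all tested compounds plus 3 SD, computed per campaign excluding outliers beyond control limits, cut at about 13% in these data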
# Target sequence (P49862 whole entry, looked up): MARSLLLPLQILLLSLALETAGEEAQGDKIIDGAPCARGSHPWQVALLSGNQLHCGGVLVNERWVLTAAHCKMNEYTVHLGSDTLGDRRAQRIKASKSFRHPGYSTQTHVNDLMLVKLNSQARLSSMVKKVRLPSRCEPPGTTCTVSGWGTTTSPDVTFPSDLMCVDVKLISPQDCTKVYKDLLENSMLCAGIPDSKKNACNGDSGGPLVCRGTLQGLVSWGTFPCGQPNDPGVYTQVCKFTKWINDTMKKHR
# PLCg1 inh: PLC-gamma1 enzyme inhibitors, primary screen, biochemical, fluorescence, purified enzyme | inhibition, % at 12.2 µM | fluorogenic substrate | 1-phosphatidylinositol 4,5-bisphosphate phosphodiesterase gamma-1 (Homo sapiens), P19174 | 370,000 tested, 0.84% active | AID 720700, 2013; in the data active = inhibition above about 9.5%
# * hit, by the source's call; i = inactive; x = not tested or not shown.
SMILES,ARFGAP1 inhibitor,ADAM17 inh,DDE Tn7 FP inh,MBD2 DNA inh,ASAP1 inh,UHRF1 binding,DDE Tn6 FP inh,PLCb3 inh,proKLK7 act,PLCg1 inh
CCOc1ccccc1N1CC(C(=O)N(CC)CC(=O)Nc2ccc3c(c2)OCCO3)CC1=O (stereo not given),-11,1,0,2,-7,0,6,-8,0.1,1
Cn1nnnc1SCC(=O)Nc1nc2c(F)c(F)c(F)cc2s1,7,-2,2,4,-11,-2,7,1,-0.4,2
O=C(OCC#CCSc1nnc(-c2cccc3ccccc23)o1)c1ccc2ccccc2c1,6,-5,-6,3,3,-1,-6,-3,-1.1,1
NC(=O)c1ccc(NC(=O)COC(=O)/C=C/c2cccs2)cc1,0,-1,-1,0,-7,-1,2,4,2.1,2
Cc1cc(OCC(=O)NNC(=O)c2ccncc2)cc(C)c1Cl,2,2,6,0,3,-1,-1,-2,0.1,-1
CCOC(=O)CC1C(=O)NC2CCCCC2N1C(=O)Nc1ccc(Cl)cc1 (stereo not given),9,1,5,-6,-2,3,-12,4,0.2,-2
CCOC(=O)C(c1ccccc1)N1CCN(c2ccc(OC)cc2)CC1 (stereo not given),-3,7,-1,-2,14,4,-2,7,0.2,2
CCCc1nc2cc3c(cc2[nH]1)n(C)c(=O)n3C,12,-29,5,9,6,2,-6,-337,5.8,-254
S=c1[nH]nc(CCc2ccccc2)n1-c1ccc(Cl)cc1,6,8,-8,1,1,0,7,5,0.0,2
O=C(CCCCCN1C(=O)c2ccccc2C1=O)Nc1ccc2c(c1)OCCO2,4,-2,5,-1,0,-2,3,3,-1.0,0
CC(C)C[C@H](NC(C)(C)C(=O)NC1CCCCC1)C(=O)NCC(c1ccccc1)c1ccccc1,x,-1,-5,21*,x,1,1,4,x,1
NNC(=O)c1cc2cc(Oc3ccccc3)ccc2[nH]1,6,-36,6,7,1,-1,-2,-100,-7.8,-77
CN(C)c1ncnc2c1ncn2CCn1cnc2c(N(C)C)ncnc21,-6,-7,-3,-2,-18,-1,-6,-6,-0.5,5
Nc1cc(C(=O)OCC(=O)NNC(=O)c2ccccc2)ccc1Cl,-1,-14,-5,-2,12,2,3,-30,0.9,-37
COc1cc(/C=C/C(=O)OCC(=O)N(C)C2CCS(=O)(=O)C2)ccc1OC(F)F (stereo not given),-5,-13,-3,4,2,-1,-3,-24,0.3,-12
CN(C)c1cc(N/N=C\c2ccccc2)nc(N(C)C)n1,2,-4,2,-4,2,-7,4,-13,0.3,-12
O=C(CN1CCCN(Cc2ccc(F)cc2)S1(=O)=O)NC1CCCC1,11,-3,2,-1,-6,-2,-4,-3,-0.5,0
CCCCCCCCNC(=O)c1cccnc1SCC(=O)Nc1ccc(OC)cc1OC,5,-2,10,3,9,5,8,-2,-0.1,2
CCOCCCNC(=O)c1ccc2c(c1)N(CC)C(=O)c1ccccc1S2=O (stereo not given),-11,-1,-4,2,2,4,-4,-3,0.7,1
CCCSc1ccc2nc(NC(=O)OC)[nH]c2c1,8,-7,7,6,6,-4,7,0,0.3,3

# 5 entries already listed, ordered by their value in PLCg1 inh, descending.
mol	PLCg1 inh
CN(C)c1ncnc2c1ncn2CCn1cnc2c(N(C)C)ncnc21	5
Cn1nnnc1SCC(=O)Nc1nc2c(F)c(F)c(F)cc2s1	2
CCOCCCNC(=O)c1ccc2c(c1)N(CC)C(=O)c1ccccc1S2=O (stereo not given)	1
O=C(CN1CCCN(Cc2ccc(F)cc2)S1(=O)=O)NC1CCCC1	0
Nc1cc(C(=O)OCC(=O)NNC(=O)c2ccccc2)ccc1Cl	-37

# New compounds follow
SMILES,ARFGAP1 inhibitor,ADAM17 inh,DDE Tn7 FP inh,MBD2 DNA inh,ASAP1 inh,UHRF1 binding,DDE Tn6 FP inh,PLCb3 inh,proKLK7 act,PLCg1 inh
COCCCNC(=O)[C@H](Cc1ccccc1)NC(=O)CC[C@H]1O[C@@H](n2ccc(=O)[nH]c2=O)[C@H](O)[C@@H]1O,5,-4,-1,-1,3,-3,-1,1,-0.1,3
Cc1ccccc1Cn1c2ccccc2c2cnn(CC(=O)N3CCN(c4ccccc4)CC3)c(=O)c21,4,7,-3,-4,-8,0,-1,4,0.0,2
O=C(C1CCCN1S(=O)(=O)c1ccccc1)N1CCc2ccccc2C1 (stereo not given),x,1,-6,-5,x,2,-2,-1,-0.1,-2
CCn1c(C)cc(/C=C2\NC(=O)N(CC(=O)Nc3ccc(F)cc3)C2=O)c1C,4,-2,-11,2,-19,-4,-6,-15,-0.2,-9
CN(CC(=O)Nc1ccccc1C(F)(F)F)C(=O)c1cc2c(s1)CCCCC2,4,-1,4,4,5,0,4,0,-0.1,7
CCc1cc(=O)oc2c(C)c(OC(C)C(=O)N3CC[C@@]4(O)CCCC[C@H]4C3)ccc12 (stereo not given in full),9,-11,-3,0,7,2,5,0,-0.5,0
CC(C)(C)n1ncc2c(=O)n(Cc3ccc(Cl)c(Cl)c3)cnc21,-4,0,-10,-2,-11,1,0,1,0.2,1
Cc1ccc2c(c1)C(SCC(=O)NCCc1ccccc1)CC1(CCCC1)O2 (stereo not given),2,-1,5,-7,-15,-2,6,3,0.1,3
CCCCN(C)C(=O)c1ccc(Nc2nc(C(N)COCc3ccccc3)cs2)nc1 (stereo not given),-5,-1,1,0,-7,-4,0,-35,-0.2,-27
Cn1cc(SCC(=O)N2CCOCC2)c2ccccc21,2,0,0,2,8,-1,7,2,0.4,3
CCOc1ccccc1N(CC(=O)NCC1CCCO1)C(=O)CCC(=O)Nc1ccccn1 (stereo not given),-6,-7,1,-6,-5,2,4,2,0.8,-1
CCOc1ccc(C(=O)NC(=S)Nc2cccc(NC(=O)c3ccco3)c2)cc1[N+](=O)[O-],17,5,-1,2,4,1,-9,-1,0.0,1
CC(C)(C)OC(=O)N1CCC(NC(=O)c2[nH]c(C(F)(F)F)nc2-c2ccccc2)CC1,-2,-2,-4,-4,4,-1,-2,3,0.8,2
NC(=O)Cn1cnc2nc3n(c2c1=O)CCC3,0,-2,0,0,-13,-1,0,1,-0.1,-1
Cc1nn(Cc2ccccc2)c(C)c1C(=O)N1CCN(S(=O)(=O)/C=C/c2ccccc2)CC1,-11,3,-6,-2,4,-1,5,-7,0.4,5
CCOCc1cn(CC(=O)c2ccc(Cl)cc2)c(C)nc1=N,2,-5,2,-2,-10,2,-1,-2,0.4,2
Cc1ccc(C(=O)NCC(=O)N2CCC(Cc3ccccc3)CC2)cc1,3,2,0,0,-1,-1,3,-3,0.2,-5
O=c1cc(-c2ccccc2F)oc2ccccc12,0,-2,6,2,3,-10,-1,3,0.1,8
NC(=O)c1ccc(N2CCN(c3ccc(O)cc3)CC2)c([N+](=O)[O-])c1,12,0,-2,-10,2,-9,2,-2,0.7,4
O=C1c2ccccc2NC(c2ccccc2O)N1NS(=O)(=O)c1ccccc1 (stereo not given),-6,-47,4,-8,9,-1,4,-103,6.7,-108
Cc1ccc(S(=O)(=O)N(CCCc2c(C)nc[nH]c2=O)c2ccccc2)cc1,0,-3,0,3,3,6,4,0,0.1,2
CCCN1CCC(NC(=O)Cc2ccccc2OC)CC1,-11,-1,0,3,-14,1,2,-2,0.0,2
O=C(CSc1nc(N2CCCCC2)nc(N2CCCCC2)n1)c1ccccc1,6,-4,-6,1,-9,0,-5,3,-0.2,1
c1ccc(N2N=C(c3cccs3)CC2c2ccco2)cc1 (stereo not given),-7,-279,4,-5,3,2,-10,i,-183,i
NC(=O)C1CCN(C2CC(=O)N(c3cccc(F)c3)C2=O)CC1 (stereo not given),-2,-2,4,3,-8,0,3,1,-0.1,0
O=C(Nc1c(-c2ccc(F)c(F)c2)nc2ncccn12)C1CC1,x,-230,3,-4,x,1,9,i,18*,i
COc1ccccc1/C=C/C(=O)NC(=S)NCC1CCCO1 (stereo not given),3,-80,-3,1,-12,-1,1,-193,5.9,-135
COc1ccc(C2OC(=O)CC2C(=O)NCc2ccc(Cl)cc2)cc1OC (stereo not given),2,-8,-1,-2,-4,2,-7,-8,-0.2,-3

# Among those listed so far, two have a CF3 group:
SMILES,ARFGAP1 inhibitor,ADAM17 inh,DDE Tn7 FP inh,MBD2 DNA inh,ASAP1 inh,UHRF1 binding,DDE Tn6 FP inh,PLCb3 inh,proKLK7 act,PLCg1 inh
CN(CC(=O)Nc1ccccc1C(F)(F)F)C(=O)c1cc2c(s1)CCCCC2,4,-1,4,4,5,0,4,0,-0.1,7
CC(C)(C)OC(=O)N1CCC(NC(=O)c2[nH]c(C(F)(F)F)nc2-c2ccccc2)CC1,-2,-2,-4,-4,4,-1,-2,3,0.8,2

# Marked active in MBD2 DNA inh, of those listed so far:
Compound | ARFGAP1 inhibitor | ADAM17 inh | DDE Tn7 FP inh | MBD2 DNA inh | ASAP1 inh | DDE Tn6 FP inh | PLCb3 inh | proKLK7 act | PLCg1 inh
CC(C)C[C@H](NC(C)(C)C(=O)NC1CCCCC1)C(=O)NCC(c1ccccc1)c1ccccc1 | x | -1 | -5 | 21* | x | 1 | 4 | x | 1
